FID counter: fluorescent intercalator displacement, NS3 helicase counter-screen; DNA fluorescent intercalator displacement, fluorescence; inhibition, % at 7.9 µM; 0.17% of 290,000 active; AID 1845; in the data active means inhibition above about 37%;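 further: 0% = vehicle and 100% = reference compound; higher means more ethidium bromide displaced from hairpin DNA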
pCIP destab: lowers stability of the mouse p/CIP coactivator protein; F442A p/CIP-EGFP cells, EGFP fluorescence, 16 h; decrease of EGFP signal, % at 10 µM; 0.01% of 290,000 active; AID 1984;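 active means EGFP signal decrease of at least 30% at 10 µM or well 3 SD below plate mean, unless failing retest; inactive means the rest, including hits failing retest or dose response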; further: some compounds called inactive have numbers as strong as hits; many of its hits are not listed in these tables
Target sequence (Q05BA5 1-1403): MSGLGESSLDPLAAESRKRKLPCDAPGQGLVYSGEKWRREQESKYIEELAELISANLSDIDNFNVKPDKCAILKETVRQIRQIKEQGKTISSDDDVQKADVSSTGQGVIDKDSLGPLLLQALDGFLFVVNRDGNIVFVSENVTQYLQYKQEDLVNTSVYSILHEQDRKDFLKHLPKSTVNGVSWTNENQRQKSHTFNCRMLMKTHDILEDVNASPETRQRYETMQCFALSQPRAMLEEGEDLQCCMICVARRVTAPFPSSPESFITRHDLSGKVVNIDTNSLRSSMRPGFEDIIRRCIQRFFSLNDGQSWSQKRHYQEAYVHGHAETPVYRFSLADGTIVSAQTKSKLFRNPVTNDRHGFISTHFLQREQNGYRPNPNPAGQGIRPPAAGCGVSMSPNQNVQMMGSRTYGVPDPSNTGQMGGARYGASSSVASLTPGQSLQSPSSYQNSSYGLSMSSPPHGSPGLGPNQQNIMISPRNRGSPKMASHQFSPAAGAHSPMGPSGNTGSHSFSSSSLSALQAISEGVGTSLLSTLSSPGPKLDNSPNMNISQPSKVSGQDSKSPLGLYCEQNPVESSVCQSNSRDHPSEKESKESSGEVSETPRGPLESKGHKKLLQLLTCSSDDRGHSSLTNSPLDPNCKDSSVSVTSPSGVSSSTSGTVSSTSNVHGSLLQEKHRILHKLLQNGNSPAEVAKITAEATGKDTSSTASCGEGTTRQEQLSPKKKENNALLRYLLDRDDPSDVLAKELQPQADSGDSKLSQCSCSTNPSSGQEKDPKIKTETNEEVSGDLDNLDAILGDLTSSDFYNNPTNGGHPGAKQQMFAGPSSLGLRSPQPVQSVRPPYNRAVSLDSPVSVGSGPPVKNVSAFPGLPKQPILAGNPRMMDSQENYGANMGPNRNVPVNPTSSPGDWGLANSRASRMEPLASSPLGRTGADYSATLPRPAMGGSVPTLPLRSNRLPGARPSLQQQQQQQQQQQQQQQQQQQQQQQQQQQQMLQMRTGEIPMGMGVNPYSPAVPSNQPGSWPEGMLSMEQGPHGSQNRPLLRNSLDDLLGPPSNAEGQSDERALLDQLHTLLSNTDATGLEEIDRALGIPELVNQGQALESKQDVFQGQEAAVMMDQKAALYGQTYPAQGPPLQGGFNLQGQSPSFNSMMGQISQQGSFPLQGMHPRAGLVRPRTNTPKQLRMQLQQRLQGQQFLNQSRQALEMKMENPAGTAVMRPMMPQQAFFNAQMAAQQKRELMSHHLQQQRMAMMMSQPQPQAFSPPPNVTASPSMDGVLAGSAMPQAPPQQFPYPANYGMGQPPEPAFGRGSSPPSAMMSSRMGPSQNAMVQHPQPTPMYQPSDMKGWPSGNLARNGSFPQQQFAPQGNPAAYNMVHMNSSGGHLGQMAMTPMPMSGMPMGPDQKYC
HCV NS3 hel inh: blocks Hepatitis C virus NS3 helicase unwinding; NS3 helicase DNA unwinding, Cy5 molecular beacon fluorescence; inhibition, % at 10.9 µM; 0.56% of 290,000 active; AID 1800;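 active means inhibition above the mean of all tested compounds plus 3 SD, set per campaign, cut at about 35% in these data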;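 further: 0% = DMSO wells and 100% = thioflavine S control wells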
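Control set: DMSO versus 110 µM thioflavine S; Material: NS3 helicase fragment of HCV; Measured by: Cy5 fluorescence at 0 and 60 min, beacon hairpin quenching; Read-out basis: percent inhibition from t60/t0 fluorescence ratio; Times: reaction time 60 min, 25 °C; Repeats: single replicate; Compound dosing: single dose, 10.9 µM nominal final, DMSO 0.8% final.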
UBC9 SUMO inh: SUMOylation inhibition; HTRF SUMOylation assay, SAE1/SAE2 + UBC9, in vitro; P63279; inhibition, % at 35 µM; 0.36% of 290,000 active; in the data active means inhibition above about 50%, passing the limit was not always enough; further: strong numbers were not always called active
PfM18AAP inh: blocks P. falciparum M18 aspartyl aminopeptidase; recombinant PfM18AAP, H-Glu-NHMec fluorogenic cleavage; inhibition, % at 7.35 µM; 1.2% of 290,000 active; AID 1822;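 active means inhibition above the campaign mean inhibition over all tested compounds plus 3 SD, cut at about 28% in these data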;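 further: 0% = plate median of test compound wells and 100% = 2 mM ZnCl2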
VIM-2 inhibitor: blocks Pseudomonas aeruginosa VIM-2 metallo-beta-lactamase; purified VIM-2, nitrocefin hydrolysis, epi-absorbance fluorescence; AID 1527; 0.89% of 290,000 active; inhibition, % at 5.6 µM;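 active means inhibition above the mean of all tested compounds plus 3 SD, cutoff set per screening run, cut at about 7.5% in these data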;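 further: red hydrolysis product quenches plate fluorescence so inhibitors raise well fluorescence; 0% = enzyme with DMSO and 100% = DMSO without enzyme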
IDE inh: inhibits human insulin-degrading enzyme in HEK cells | P14735 | FAbetaB cleavage, fluorescence polarization | inhibition, % at 5.59 µM | 0.41% of 320,000 active | AID 434962;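 active means percent inhibition above the average of all tested compounds plus 3 SD, set per screening campaign, cut at about 16% in these data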;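 further: IDE supplied by intact live HEK cells; FP after avidin binding of uncleaved biotin substrate so inhibition keeps polarization high; 0% = DMSO wells and 100% = 60 µM reference IDE inhibitor Ii1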
IDE cell activ: boosts human insulin-degrading enzyme activity in HEK cells. 0.073% of 340,000 active. AID 493087. activation, % at 5.96 µM. P14735. FAbeta-B cleavage, fluorescence polarization; 0% vehicle, 100% cell-free pure enzyme wells;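 active means activation above the mean of all tested compounds plus 3 SD, set per screening campaign, cut at about 17% in these data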
IMP-1 inh: blocks Pseudomonas aeruginosa IMP-1 metallo-beta-lactamase; purified IMP-1, nitrocefin hydrolysis, epi-absorbance fluorescence; inhibition, % at 5.6 µM; 0.45% of 290,000 active;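 active means inhibition above the mean plus 3 SD of all compounds in the same screening run, cut at about 4.5% in these data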;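 further: 0% = IMP-1 with DMSO and 100% = DMSO wells lacking enzyme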
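System – purified recombinant IMP-1 beta-lactamase · Input – IMP-1 dispensed at 0.2 nM · Timing – 15 min preincubation plus 25 min reaction at 25 °C · Signal – Epi-absorbance fluorescence, 480 nm excitation, 530 nm emission · Measure – percent IMP-1 inhibition derived from blank-referenced optical density · Controls – Enzyme-plus-DMSO low control, enzyme-free DMSO high control · Replication – singlicate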
Starred values were filed as active, the others as inactive; . = not tested or not shown. This is a random part of the collection; 3.6% or so of the library scored in one or more.

SMILES	FID counter	pCIP destab	HCV NS3 hel inh	UBC9 SUMO inh	PfM18AAP inh	VIM-2 inhibitor	IDE inh	IDE cell activ	IMP-1 inh
Cc1[nH]c2ccccc2c1/C=N/NC(=O)c1cccc(S(=O)(=O)Nc2cccc(C(F)(F)F)c2)c1	15	-4	-4	-4	-3	-1.3	9	-6	-1.4
CCN(CC(=O)Nc1ccccc1OC)CC(=O)Nc1c(Cl)ccc(C)c1Cl	-39	9	16	-6	3	-3.6	-3	1	-0.8
COc1cccc(CNC(=O)C2CCN(S(=O)(=O)c3ccccc3)CC2)c1	-15	0	-4	0	7	-2.4	7	7	-3.2
COc1ccc2nc(SCC(=O)O)nc(C)c2c1	-3	-18	5	28	-1	-2.1	-1	2	-4.9
CC(C)(C)NS(=O)(=O)c1ccc(N2C(=O)c3ccccc3C2=O)cc1	0	0	1	-2	-4	-2.4	0	4	2.8
COC(=O)C1=C(C(=O)OC)[C@@H]2N(C)c3ccc(OC)cc3[C@@]23C[C@@H](C(=O)OC)N=C3N1	.	4	.	-15	.	.	-1	0	.
Cc1cc(C)n(-c2ccc(C(=O)OCC(=O)c3c(N)n(C)c(=O)n(C)c3=O)cc2)n1	-3	4	-14	28	4	-3.5	7	5	-1.7
COc1ccccc1C(=O)Nc1ccnn1C1CCN(C(=O)c2cnsn2)CC1	-17	3	-1	-2	-3	-1.9	-1	-1	-1.6
CCCC(=O)Nc1ccc2c(c1)nc(CN1CCN(C(=O)OCC)CC1)n2CC	-28	-2	-9	16	-14	0.9	-2	2	-1.0
CC1(C)CC(=O)c2c(O)cc(OCC(=O)N3CCN(c4ccc(F)cc4)CC3)cc2O1	-54	-4	-6	12	-16	1.3	4	-5	-1.5
CCOC(=O)c1ccc(Oc2nc(N(C)C)nc(N(C)C)n2)cc1	-14	-9	1	-2	-3	-3.1	1	2	-3.6
CC1(C)CC(=O)C/C(=N/NC(=O)COc2ccc3ccccc3c2Br)C1	-39	-5	-7	-6	0	0.7	0	1	-0.5
CC(=C/c1ccco1)/C=N/NC(=O)c1ccncc1	-8	6	-19	11	-1	-2.8	-1	.	-3.6
COc1ccc2nc(N3CCCCC3)c(C#N)cc2c1	-6	-6	19	25	12	2.3	0	3	-0.1
Cc1csc(SCC(=O)Nc2ccc(S(=O)(=O)N3CCCC3)cc2)n1	-7	2	-5	19	-5	-1.8	5	1	-4.0
CCN(CC)c1ccc(C2CC(=O)Nc3cc(OC)c(OC)cc32)cc1 (stereo unspecified)	-18	-3	3	-7	1	-3.5	-2	1	-3.7
Cc1ccc(Nc2nnc(SCC(=O)Nc3cccc(S(=O)(=O)NC4=NCCCCC4)c3)s2)c(C)c1	-34	-16	-4	-7	-5	-0.2	1	0	-2.2
Cc1cc(C)cc(C(=O)Nc2nnc(SCC(=O)NCC3CCCO3)s2)c1 (stereo unspecified)	-36	-9	4	1	-8	-0.9	3	1	-3.4
Cc1ccc(NC(=O)COC(=O)CN2C(=O)COc3ccccc32)cc1	-16	2	2	0	-2	-0.8	3	3	-0.7
CC(Cc1ccsc1)NC(=O)CCc1nnc(CCc2ccccc2)o1 (stereo unspecified)	-17	-3	-7	10	0	-2.3	-3	0	-1.0
Fc1ccccc1/C=N/n1cnnc1	-4	5	1	7	14	-2.4	1	4	-5.4
COCC(=O)Nc1ccc(Br)cc1C	-2	-7	3	20	4	-1.4	0	6	-3.1
C=CCn1sc(N)c(C(=O)OCC)c1=S	4	0	5	4	3	2.9	1	0	3.4
CCC(c1nnc(SCC(=O)Nc2ccc(Cl)cc2C(F)(F)F)n1C1CCCCC1)N(C)C (stereo unspecified)	-1	-3	-24	-2	1	-1.9	-2	4	-3.5
Nc1ccc(C(=O)N/N=C2\CCCc3c2[nH]c2ccccc32)cc1	-6	-2	-11	0	-25	-3.6	6	-1	-1.7
CC(C)(C)C1=Nn2c(nnc2-c2ccccc2F)SC1	-10	-13	1	-9	-4	-2.4	-1	1	-4.1
CCc1ccccc1N(C)S(=O)(=O)c1ccc(-c2cc(C)no2)s1	-21	-8	-15	-7	4	-2.8	8	2	-3.1
COc1cccc(N2C(=O)/C(=C\c3cccs3)NC2=S)c1	2	-5	-1	-2	0	-4.5	5	-3	-1.7
O=C(CN1C(=O)C2CC=CCC2C1=O)Nc1nnc(SCc2ccc(Cl)cc2)s1 (stereo unspecified)	-16	3	-2	-3	5	-1.6	-4	3	-2.5
Cc1cc(Cl)ccc1OCC(=O)N/N=C/c1ccc(OC2OC(CO)C(O)C(O)C2O)cc1 (stereo unspecified)	-9	-17	10	6	-1	-1.6	4	6	-3.4
CC(C)CC(=O)Nc1sc2c(c1C#N)CC(C)(C)NC2(C)C	4	-12	0	-18	2	-1.3	5	3	-2.8
O=C1CS/C(=N/N=C/c2ccccc2OS(=O)(=O)c2ccccc2)N1	-19	-6	-2	-3	3	-4.1	1	3	-3.6
COc1cc(C2N(c3ccc(F)cc3)C(=O)C3CCCN32)cc(OC)c1OC (stereo unspecified)	0	-11	-2	13	-6	-3.7	9	5	-2.3
CCOC(=O)Cc1csc(NC(=O)c2ccc(NC(C)=O)cc2)n1	-12	-1	-8	5	-2	-2.8	4	-2	-3.7
O=C(NCCCCNC(=O)c1ccc(Br)cc1)c1ccc(Br)cc1	-9	5	-3	0	-6	-1.0	2	0	-2.6
O=C(Nc1nccs1)c1ccc(Br)c(S(=O)(=O)N2CCOCC2)c1	-12	-1	14	10	2	-3.4	4	4	-2.8
O=C(C#Cc1ccccc1)NCc1ccccc1F	-5	-5	-8	8	-14	-2.8	.	5	-2.8
CN1CCC(CNC(=O)Nc2csc3ccccc23)CC1	2	-2	7	1	3	0.0	2	.	-1.4
O=C(CN1C(=O)NC2(CCCC2)C1=O)NCC1CCCO1 (stereo unspecified)	-4	1	-5	4	1	0.5	3	-1	-2.8
O=C(COC(=O)CCC1CCCC1)Nc1ccc(Cl)cn1	-9	-1	14	30	1	-4.2	5	1	-4.0
O=C1OCC2=C1C(c1ccc(F)cc1)CC(=O)N2c1ccccc1 (stereo unspecified)	-1	-2	-18	3	15	0.9	2	-1	-0.9
Cc1cc(S(=O)(=O)NCC2CC2)c(Cl)cc1Cl	-14	-11	-6	-3	-5	-3.4	3	4	-2.2
C/C=C/c1ccc(OCc2cc(=O)n3cc(C)ccc3n2)c(OC)c1	-30	-11	-5	11	6	-1.0	1	7	-2.0
CCC(C)c1ccc(OCC(=O)Nc2ccc(CN3CCOCC3)cc2)cc1 (stereo unspecified)	7	-4	-27	0	1	-3.6	.	1	-3.1
CN1CCN(C(=O)c2ccc(OCCOc3ccccc3)cc2)CC1	0	-9	-4	3	3	-0.8	2	4	-2.3
CCOC(=O)N1CCC(NC(=O)C(NC(=O)C2CCC(C)CC2)C(C)CC)CC1 (stereo unspecified)	-16	-13	0	-1	-3	-0.2	.	.	-1.5
CCc1c(C)nc2ncnn2c1NCCc1ccc(OC)c(OC)c1	-10	-16	-1	12	4	34*	2	0	-1.4
CCOC(=O)c1sc(NC(=O)C(CC)OC(=O)C(CC(C)C)NC(=O)c2ccccc2)nc1C (stereo unspecified)	-5	3	-1	-43	-15	0.5	-2	4	0.1
C/C=C(\C)CN1CCN(c2ccccc2)CC1	-2	10	1	12	-3	-4.0	-3	-1	0.2
CCOC(=O)c1[nH]c2ccc(F)cc2c1NC(=O)c1ccccc1C(=O)O	3	-5	18	7	33*	9.8*	.	6	2.7
O=C(COc1ccc(S(=O)(=O)N2CCOCC2)cc1)NCc1ccccn1	-3	-5	7	-2	-2	-0.8	-1	0	-2.5
N=c1scc(-c2ccccc2)n1/N=C/c1ccco1	-6	-4	14	23	27	-3.6	2	2	-3.8
CCN1CCCC1CNC(=O)COc1cc(=O)n(C)c2ccccc12 (stereo unspecified)	4	-6	8	10	-4	0.4	-7	-1	-2.4
C=CCOC(=O)C1=C[C@@H](c2ccc(C(F)(F)F)cc2)[C@H](CCCO)[C@@H](OCC)O1	-32	-8	-18	-6	4	-2.7	-1	-1	-4.1
Cc1cc(-c2nnc(SCC(=O)Nc3cccc(Cl)c3)n2N)n[nH]1	-11	-4	0	-4	6	-5.3	2	-3	-4.4
C=C1CCc2c([nH]c3ccc(OCC(C)C)cc23)C1=O	-17	0	1	15	4	-0.7	.	2	-3.4
Cc1nc(CSc2n[nH]c(=O)n2-c2cccc(F)c2)cs1	-6	-5	1	16	-1	-1.4	-2	-2	-2.5
Cc1ccc(-c2nc(-c3cccnc3)sc2CC(=O)Nc2ccc3nc(C)sc3c2)cc1	-7	1	5	-38	-2	-2.7	-2	-3	-1.1
O=C(C(=O)N1CCOCC1)c1cn(CC(=O)N2CCc3ccccc3C2)c2ccccc12	-27	-3	11	6	-6	-2.1	5	-3	-2.2
Cc1ccc(NS(=O)(=O)c2c(C(=O)N3CCCC3)c(C)n(C)c2C)cc1	-26	0	-2	-1	-5	-0.7	1	7	-0.3

The results go on:
SMILES	FID counter	pCIP destab	HCV NS3 hel inh	UBC9 SUMO inh	PfM18AAP inh	VIM-2 inhibitor	IDE inh	IDE cell activ	IMP-1 inh
O=C(NCc1ccccc1)c1ccc[n+]([O-])c1	-1	1	5	14	0	-0.4	2	-5	-0.8
Cc1ccc(C(=O)N2CCC3(CC2)NCCc2[nH]cnc23)cc1C	8	4	-3	.	-1	-3.8	0	-1	1.4
O=C(Nc1nccs1)C1C2CC3OC(=O)C1C3C2 (stereo unspecified)	1	-6	4	-8	6	-1.1	1	4	-4.9
O=C(NNC(=O)c1nn(-c2ccc(F)cc2)ccc1=O)c1ccc(C(F)(F)F)cc1	-6	2	2	20	-13	-1.4	4	8	-1.3
Oc1[nH]c2ccc(Br)cc2c1N=Nc1ccc(C(F)(F)F)cn1	3	-14	0	4	-6	-3.4	-2	5	-2.3
Cc1c(NC(=O)Cn2nc(C(F)(F)F)c3c2CCCC3)c(=O)n(-c2ccccc2)n1C	-15	2	0	10	-3	-1.1	-1	-1	-3.3
COC(=O)c1c(-c2c(Cl)cccc2Cl)noc1NC(=O)NN1CCCCC1	-41	4	-5	20	3	-4.2	6	3	-1.4
O=C(NCCc1ccc(F)cc1)Nc1ccccc1	-4	-2	-2	1	1	-1.7	4	-3	-4.8
CCCC[n+]1ccn(-c2nc3ccccc3nc2[N-]S(=O)(=O)c2ccc(Cl)cc2)c1	-25	-5	8	33	-8	-1.3	-9	0	-0.2
C#CCOCCOCCOCCNc1nc(N2CCN(C(=O)Cn3cc(CCCN=C(N)N)nn3)CC2)nc(N2CCN(C(=O)[C@H]([C@@H](C)CC)n3cc(CCCN=C(N)N)nn3)CC2)n1	32	-1	-78	22	3	-1.1	.	.	3.2

An excerpt of these results, with bars between the fields.
mol | FID counter | pCIP destab | HCV NS3 hel inh | UBC9 SUMO inh | PfM18AAP inh | VIM-2 inhibitor | IDE inh | IDE cell activ | IMP-1 inh
CCOC(=O)c1[nH]c2ccc(F)cc2c1NC(=O)c1ccccc1C(=O)O | 3 | -5 | 18 | 7 | 33* | 9.8* | . | 6 | 2.7
C=CCOC(=O)C1=C[C@@H](c2ccc(C(F)(F)F)cc2)[C@H](CCCO)[C@@H](OCC)O1 | -32 | -8 | -18 | -6 | 4 | -2.7 | -1 | -1 | -4.1
